Bioassay records deposited in PubChem BioAssay by The Scripps Research Institute Molecular Screening Center.
TEAD-YAP inh = TEAD-YAP interaction inhibition | inhibition, % at 9.12 µM | 1.4% of 640,000 active | AID 1259422 | HEK-TIYL cells, TEAD-Gal4/YAP UAS-luciferase luminescence; in the data active = inhibition above about 32%;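 note: 0% = median of test compound wells and 100% = reference inhibitor wells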
FBW7 act = human FBW7 E3 ligase activation, primary screen. normalized activity (activation), % at 26.1 µM. AlphaScreen FBW7–phospho-cyclin E peptide binding, activator screen. 0.13% of 650,000 active; in the data active = normalized activity above about 1.9%;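 note: purified mutant Fbw7 with reduced substrate affinity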
Target sequence (Q969H0 whole entry, looked up): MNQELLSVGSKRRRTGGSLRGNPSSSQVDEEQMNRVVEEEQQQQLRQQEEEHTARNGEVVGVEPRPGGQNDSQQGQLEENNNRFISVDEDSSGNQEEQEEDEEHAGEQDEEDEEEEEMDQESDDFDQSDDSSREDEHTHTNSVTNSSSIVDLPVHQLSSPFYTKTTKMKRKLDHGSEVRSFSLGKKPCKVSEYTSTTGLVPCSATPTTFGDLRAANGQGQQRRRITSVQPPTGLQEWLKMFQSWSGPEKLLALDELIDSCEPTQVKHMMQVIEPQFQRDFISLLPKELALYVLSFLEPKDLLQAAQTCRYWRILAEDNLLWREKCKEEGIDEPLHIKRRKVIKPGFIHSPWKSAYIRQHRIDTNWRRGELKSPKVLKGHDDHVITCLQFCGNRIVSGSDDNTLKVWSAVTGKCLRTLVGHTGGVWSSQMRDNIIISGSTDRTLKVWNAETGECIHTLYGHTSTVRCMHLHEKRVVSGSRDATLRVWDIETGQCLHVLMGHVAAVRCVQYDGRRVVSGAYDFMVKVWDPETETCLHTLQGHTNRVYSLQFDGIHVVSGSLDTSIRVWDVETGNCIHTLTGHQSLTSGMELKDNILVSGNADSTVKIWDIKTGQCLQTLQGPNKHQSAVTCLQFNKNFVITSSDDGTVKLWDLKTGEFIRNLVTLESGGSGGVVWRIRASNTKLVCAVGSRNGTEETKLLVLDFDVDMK
MITF inh = blocks human microphthalmia-associated transcription factor | O75030 | AlphaScreen MITF homodimerization, bead proximity signal | inhibition, % at 2.6 µM | 0.91% of 650,000 active | AID 1259374; in the data active = inhibition above about 50%;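 note: 0% = vehicle wells with protein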
GPR151 activ = activators of human GPR151. PathHunter beta-arrestin GPR151 cells, luminescence. Q8TDV0. AID 1508602. 1% of 650,000 active. activation, % at 11.2 µM; in the data active = activation above about 4.9%;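 note: 0% = median of compound wells and 100% = cells with positive control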
Active calls of the source: *. The order is random; about 3.5% have a hit in one of these screens.

item	Molecule	TEAD-YAP inh	FBW7 act	MITF inh	GPR151 activ
1	CCOC(=O)c1ccc(NC(=S)Nc2cccc(N)n2)cc1	-37	-0.2	2	3.3
2	Cc1ccc(Cc2cnc(NC(=O)/C=C/c3ccc(C)o3)s2)cc1	0	0.0	2	-1.7
3	O=C(O)c1cc2ccccc2[nH]1	-6	-0.1	-12	0.1
4	CCOC(=O)c1cnc2ccc(OCC)cc2c1Nc1ccc2c(c1)OCCO2	-15	-0.1	14	0.6
5	COc1cccc(/C=C2\N=C(c3cc(Br)ccc3OC)OC2=O)c1	12	-0.1	-4	-0.3
6	O=C1C2C3c4ccccc4C(c4ccccc43)C2C(=O)N1c1ccc(Cl)cn1 (configuration not stated)	5	1.6	19	-1.8
7	CCOC(=O)c1c(-c2cccs2)csc1NC(=O)c1ccco1	-3	-0.1	6	1.2
8	CCOC(=O)C(=N\O)/C(C)=N/NC(=O)c1c(C)nnn1-c1nonc1N	-7	-0.2	11	1.2
9	c1csc(-c2ncnn2-c2cc3c(s2)CCCCCC3)c1	-21	-0.1	3	0.4
10	COC(=O)c1c(S(=O)(=O)NC2CC2)sc2c1CCN(Cc1ccc(C(C)C)cc1)C2	-1	0.0	0	-0.6
11	Cc1nn(-c2ccccc2)c(Cl)c1/C=N/Nc1ccc(-n2ccnc2)nn1	-2	0.0	7	-0.2
12	COc1ccc(-c2nc(NCCN(C(C)C)C(C)C)c3ncn(CCN4CCCC4=O)c3n2)cn1	-12	0.1	3	0.0
13	O=C(O)CN1C(=O)/C(=C\c2cccn2-c2cccc([N+](=O)[O-])c2)SC1=S	6	0.1	3	-0.5
14	Cc1cc(NCCN2CCOCC2)nc(Nc2nc3ccccc3n2C)n1	12	0.1	17	-1.6
15	COc1cccc(OC)c1OCCOCCNC(C)C	6	0.2	-4	-0.6
16	CCOCC(=O)Nc1c(C(=O)Nc2ccc3c(c2)OCO3)oc2ccccc12	-10	0.5	8	0.5
17	CC1CCC(C(C)C)C(OC(=O)CN2C(=O)c3ccc(Br)cc3C2=O)C1 (configuration not stated)	0	0.1	7	-1.2
18	COc1ccc(OC(=O)c2cc(S(=O)(=O)N3CCCC3)ccc2Cl)cc1	2	0.1	16	0.8
19	CN(C)S(=O)(=O)c1ccc(C(=O)NCc2n[nH]c(=S)n2-c2cccc(C(F)(F)F)c2)cc1	-2	-0.3	-8	0.7
20	COc1cc(-c2cnc(Nc3cc(C)cc(C)c3)c3nccn23)ccc1O	16	-0.8	7	0.6
21	O/N=C/c1cn(CC(O)Cn2cnc3ccccc32)c2ccccc12 (configuration not stated)	-9	-0.1	-5	-1.2
22	O=C(NCc1cccc(C(F)(F)F)c1)c1cccc(-c2cccs2)c1	5	0.0	30	-0.6
23	CCC(C)(C)n1nnnc1CN1CCN(c2ccc([N+](=O)[O-])cc2)CC1	10	0.1	13	0.0
24	CCOC(=O)/C(C#N)=C/N=c1ccn(C)c2ccccc12	-2	1.4	8	-0.4
25	CN(C)CCCN(Cc1cc2cc3c(cc2[nH]c1=O)OCO3)C(=O)Nc1ccccc1	-6	-0.1	20	-0.6
26	COc1ccc(Cl)cc1NC(=O)Cn1nc(C(F)(F)F)cc1C	12	0.1	2	0.9
27	COCCn1c2ccccc2n2c(=O)n(CC(=O)NC(C)(C)C)nc12	4	0.0	-1	1.2
28	CCOC(=O)c1sc2nc(SCC(=O)c3ccccc3)n(Cc3ccccc3Cl)c(=O)c2c1C	-1	0.1	3	0.1
29	O=C(COc1ccc(Cl)cc1Cl)N/N=C\c1ccc([N+](=O)[O-])s1	10	0.0	7	5.7*
30	CC(C)(C)c1cc(C2SCC(=O)N2Cc2ccccc2)cc(C(C)(C)C)c1O (configuration not stated)	-13	-0.4	4	-0.5

Profiles, quoted from the list:
`COc1cc(-c2cnc(Nc3cc(C)cc(C)c3)c3nccn23)ccc1O` in the list: TEAD-YAP inh = 16; FBW7 act = -0.8; MITF inh = 7; GPR151 activ = 0.6
`Cc1cc(NCCN2CCOCC2)nc(Nc2nc3ccccc3n2C)n1` in the list: TEAD-YAP inh = 12; FBW7 act = 0.1; MITF inh = 17; GPR151 activ = -1.6

Remaining list, next part
item	Molecule	TEAD-YAP inh	FBW7 act	MITF inh	GPR151 activ
31	COc1ccc(CN2CCC(C3(C)NC(=O)NC3=O)CC2)c(Cl)c1OC (configuration not stated)	-5	-0.1	-3	1.0
32	O=C(NCC(c1cccs1)N1CCc2ccccc2C1)c1c(F)cccc1Cl (configuration not stated)	-4	0.0	7	-0.5
33	O=c1[nH]c(Nc2ccc3c(c2)OCCO3)nnc1Cc1ccccc1Cl	22	0.3	8	1.2
34	CS(=O)(=O)N1Cc2ccccc2CC1C(=O)OCC(=O)N1CC(=O)Nc2ccccc21 (configuration not stated)	10	0.2	10	0.4
35	COc1ccc(CC(=O)NNC(=O)c2ccc(COc3cccc4cccnc34)cc2)cc1	1	0.1	8	-2.9
36	Cc1nc(NCC2CCCO2)c2nnn(Cc3ccccc3Cl)c2n1 (configuration not stated)	4	0.2	18	0.4
37	COc1cc(Nc2nc(-c3ccc(N4CCN(C)CC4)cc3)nc3c2ncn3C(C)C)cc(OC)c1OC	-3	0.2	-8	0.4
38	COCCn1c(CCC(=O)NCc2ccccc2Cl)nc2cccnc21	-4	0.0	-5	0.6
39	Cc1ccc(S(=O)(=O)N(CC(=O)NCCCO)C2CCCCC2)cc1	11	0.0	0	1.0
40	Cc1cccc(OCCSc2nc3ccccc3n2CC(=O)O)c1	-16	0.0	-4	-1.0
41	CNC(=O)/C(C#N)=C/c1c(Oc2cccc(C)c2C)nc2c(C)cccn2c1=O	35*	0.1	8	-0.2
42	COC(=O)C1=C(C)NC(C)=C(C(=O)OC)C1C(=O)O	5	0.4	1	-0.1
43	Cc1cc(NC(=O)CSc2nc(C(C)C)nc3sc(C)c(C)c23)no1	5	0.1	16	-0.7
44	CC1CCCC(C)N1C(=O)CSc1ccc(Cl)cc1 (configuration not stated)	-20	0.2	-10	-2.0
45	CCN1/C(=C\C=C(C(C)=O)C(C)=O)Sc2ccccc21	-14	-0.3	5	2.2
46	FC(F)(F)c1ccc(-c2cnnc(N3CCSCC3)n2)cc1	-1	0.0	-5	1.9
47	COc1ccc(NC(=O)c2c(-c3ccccc3Cl)noc2C)cc1Cl	-4	0.0	-4	1.5
48	C/C(=N\n1cnnc1)c1ccc(C#N)cc1	-1	0.5	18	-0.9
49	CC(OC(=O)c1ccco1)C(=O)Nc1ccc(Cl)cn1 (configuration not stated)	-6	0.0	7	0.6
50	Cc1ccnc(NS(=O)(=O)c2ccc(NC(=O)/C=C/c3ccccc3Cl)cc2)n1	-1	-0.2	-8	-0.5
51	O=C1C(Cl)=C(Nc2ccc(Cl)cc2)C(=O)N1c1ccccc1	2	-0.1	-18	0.7
52	N#Cc1c(-c2ccc(F)cc2)cc(-c2cccs2)nc1SCC(=O)c1cccs1	-9	-0.1	-7	0.2
53	COc1ccc(NC(=O)CN2C(=O)CCc3ccccc32)cc1Cl	-6	-0.1	-1	-2.2
54	CC(C)(C)C(=O)NNc1nc(-c2ccccc2)c2cc(Br)ccc2n1	1	-0.2	-3	0.1
55	CCOc1cc(NC2CS(=O)(=O)CC2O)c(OCC)cc1NC(=O)c1ccccc1 (configuration not stated)	8	-0.1	7	1.0
56	CCOC(=O)COc1c(Br)ccc2c(C(=O)OCC)c(NC(C)=O)sc12	-4	0.1	0	0.6
57	CCOC(=O)Nc1cccc(OCC(=O)Nc2ccccc2OCC)c1	-5	0.0	17	-1.4
58	Cc1[nH]c2ccc(-c3nnc(SCCc4ccccc4)n3-c3ccccc3)cc2c1C	6	0.0	5	0.5
59	COC(=O)Cn1cc(C(=O)C(F)(F)F)c2cc(Br)ccc21	-1	0.4	3	0.7
60	Brc1cccc(-c2nnc3sc(CNCc4ccco4)cn23)c1	0	-0.2	-12	1.6

The list goes on; the last 2 above are carried over.
no.	Structure	TEAD-YAP inh	FBW7 act	MITF inh	GPR151 activ
59	COC(=O)Cn1cc(C(=O)C(F)(F)F)c2cc(Br)ccc21	-1	0.4	3	0.7
60	Brc1cccc(-c2nnc3sc(CNCc4ccco4)cn23)c1	0	-0.2	-12	1.6
61	O=C(O)c1ccc(N2NC(c3ccccc3)=CC2O)cc1 (configuration not stated)	-26	-0.3	47	-1.5
62	CCC(C)NC(=O)N1CCC(n2nccc2NC(=O)Nc2cccc(F)c2)CC1 (configuration not stated)	8	0.8	9	0.1
63	O=C(Nc1cccc(NC(=O)c2ccco2)c1)c1ccccc1	11	0.1	4	1.7
64	Cn1ccnc1C1(O)CCN(C(=O)c2cccs2)CC1	13	-0.1	1	0.7
65	CCCN1C(=O)/C(=C/c2c(OC)ccc3ccc(OC)cc23)NC1=S	-20	0.2	14	3.4
66	CCN(CCN(C)C)S(=O)(=O)c1cc(Br)cc2c1N(C(C)=O)CC2	2	0.1	-10	-0.5
67	C=C1C(C(=O)NCc2ccco2)C1C(=O)NCc1ccco1 (configuration not stated)	0	-0.2	63*	-0.3
68	CC(C)CNS(=O)(=O)c1ccc(CCC(=O)Nc2cccc(Br)c2)cc1	-2	-0.1	-1	-1.0
69	Cn1c(=O)c2c(nc(Br)n2CC(=O)C23CC4CC(CC(C4)C2)C3)n(C)c1=O	2	0.1	-3	-0.2
70	CC(C)n1c(SCC(N)=O)nc2c(oc3ccccc32)c1=O	2	0.1	-3	-0.1
71	CC(=O)Nc1ccc(CN2CCOc3ccc(CN4C[C@@H](C)O[C@@H](C)C4)cc3C2)s1	5	-0.1	9	-0.5
72	O=C(OCc1ccc([N+](=O)[O-])cc1)c1cccc(Br)c1	0	0.7	15	-3.0
73	CCOC(=O)c1c(NC(=O)CSc2nnc(CNC(=O)c3ccccc3OC)n2C2CCCCC2)sc2c1CCCC2	-5	-0.1	-18	1.0
74	COc1ccccc1CC(=O)O/N=C(\N)c1ccccn1	-42	0.1	7	2.6
75	CC(C)N(C(=O)CSc1nnc(CNc2ccc(F)cc2)o1)C(C)C	-1	-0.3	11	-0.6
76	Cc1ccc(S(=O)(=O)N(C(=O)c2ccccc2)c2cc(Cl)c(OC(=O)c3ccccc3)c3ccccc23)cc1	-1	0.1	18	-1.5
77	COc1ccc2nc(N3CCN(C(=O)/C=C/c4ccccc4)CC3)sc2c1	-4	0.0	-4	-1.3
78	COc1ccc(C2CC(=O)N3C(=C2C#N)SCC3(O)c2ccc(F)cc2)cc1 (configuration not stated)	-14	0.1	-11	-1.1
79	COCCNc1cc(-c2ccccc2)nc(-c2cccnc2)n1	5	-0.1	-8	-0.4
80	Cc1ccc(/C(O)=C2/C(=O)C(=O)N(Cc3cccnc3)C2c2ccc([N+](=O)[O-])cc2)cc1 (configuration not stated)	-3	-0.1	-5	0.5
81	CCn1c2ccccc2c2nnc(NCc3ccccc3)nc21	1	0.1	9	-0.6
82	Cc1ccc(S(=O)(=O)C2(C(=O)Nc3cccnc3)CC2)cc1	-2	-0.1	-4	4.0
83	CCCOc1ccc(C(=O)NCC2OCCc3ccccc32)cc1 (configuration not stated)	7	0.3	14	0.8
84	O=C(c1cccc([N+](=O)[O-])c1)N1N=C(C(F)(F)F)CC1(O)c1ccc([N+](=O)[O-])cc1 (configuration not stated)	-8	0.1	0	0.2
85	COCCNC(=O)c1ccccc1-c1nc(-c2ccc(Cl)cc2)no1	-31	0.1	31	0.4
86	COc1cccc(-c2cc3c(=O)n(-c4ccccc4)c(=S)[nH]c3s2)c1	3	-0.1	1	0.0
87	O=C(NCCN1CCOCC1)c1csc(Nc2ncccn2)n1	1	-0.1	10	0.1
88	O=C(CC(NC(c1ccccc1)c1ccccc1)C(=O)O)c1ccc(Cl)cc1 (configuration not stated)	-4	-0.1	-1	-2.1
89	CC(=O)N(C)c1ccc(NC(=O)c2cccc(I)c2)cc1	-24	0.0	14	-2.1
90	Fc1ccccc1CSc1nnc(-c2ccncc2)n1Cc1ccco1	2	0.0	-1	2.2
91	CC(C)(C)c1cc(C(=O)Nc2ccccc2C(=O)N(c2ccccc2)c2ccc3ccccc3c2)cc(C(C)(C)C)c1	6	0.0	9	-0.1
92	Cc1sc2ncnc(NCCc3ccc(S(N)(=O)=O)cc3)c2c1C	37*	0.0	-1	1.2
93	O=C(Cc1ccccc1)N1CCC(C(=O)N2CCN(c3ccccc3)CC2)CC1	4	0.3	0	-1.8
94	CC(C)(C)C1=CC=C(C(C)(C)C)C(=O)C1=O	0	0.0	6	2.2
95	CN1CCN(C(c2ccc(O)cc2)c2nnnn2C(C)(C)C)CC1 (configuration not stated)	5	-0.1	6	-0.6
96	CCOC(=O)c1c(NC(=O)c2cc3nc(-c4ccccc4)cc(C(F)(F)F)n3n2)sc2c1CCC(C(C)(C)C)C2 (configuration not stated)	5	-0.1	-9	-0.7
97	Cc1ccc(S(=O)(=O)C(CNC(=O)C(C)C)c2ccco2)cc1 (configuration not stated)	-7	-0.2	11	-0.3
98	COc1cc(NC(=O)N2c3ccccc3Sc3ccccc32)cc(OC)c1	-7	-0.1	1	-0.8
99	COc1ccc(C2=NN(c3ccccc3)C(c3ccc(OC)cc3)C2)cc1 (configuration not stated)	-7	-0.1	-6	-0.5
100	O=C(Nc1ccccc1)c1cc(S(=O)(=O)N2CCCc3ccccc32)cs1	0	0.1	16	2.1
101	CC1(C(=O)O)COC(c2ccccc2)OC1 (configuration not stated)	-4	0.2	-7	-0.9
